Assay outcomes from PubChem BioAssay.
esBAF inh: Bmi1 luciferase reporter increase in mESCs, primary screen, esBAF inhibitor project, mouse ES cells, Bmi1 luciferase knock-in, single point; 24 h; 100% = twice the neutral-well signal; reporter increase, % at 12.5 µM; hit rate 2% among 350,000; in the data active = activation above about 40%; inconclusive = no clear call, values can overlap the other calls;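 note: 0% = median of the plate's neutral control wells and 100% = double that signal; a rise in the Bmi1 reporter signal indicates esBAF inhibition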
ARNT-TACC3 inh: disruptors of ARNT/TACC3 protein interaction, primary screen, biochemical, AlphaScreen, single concentration | AlphaScreen His-ARNT PAS-B/GST-TACC3 binding, luminescence; TACC3 fragment carries E629A point mutation | Transforming acidic coiled-coil-containing protein 3 (Homo sapiens), Q9Y6A5 | hit rate 0.66% among 390,000 | inhibition, % at 9.99 µM;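 active = mean inhibition of replicates at least 50% and at least half of replicates each reaching 50%; inconclusive = half or more replicates reach 50% but mean below 50%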;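 note: 0% = complete ARNT plus TACC3 wells and 100% = ARNT alone without TACC3; many hits fall short of the cut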
XiGFP reactiv: activators of inactive X chromosome reactivation, primary screen, imaging, XiGFP fibroblasts, GFP high-content imaging, set 2; XiGFP mouse fibroblasts, % GFP-positive cells imaging, 3 d; cells co-treated with 5-aza-dC sensitizer; scaled so ellipticine positive control = 100%; activation, % at 7.58 µM; hit rate 0.055% among 360,000; AID 743238, 2013;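 active = mean normalized replicate activation at least 10% and every replicate at or above 10%; inconclusive = only one of the two criteria met; inactive = mean below 10% and not all replicates reach 10%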;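 note: 0% = median of on-plate neutral control wells and 100% = ellipticine 6 µM median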
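System: 68-5-11 XiGFP fibroblast line; Timing: 3 days compound exposure; Compound dosing: one concentration, pinned; Benchmarks: positive control ellipticine, 6 µM final; Buffer or medium: DMEM containing 5-aza-dC.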
RAD54 inh: inhibitors of human RAD54 branch migration, primary screen, biochemical, fluorescence, single point. DNA repair and recombination protein RAD54-like (Homo sapiens), Q92698. RAD54 Holliday junction branch migration, FAM/BHQ fluorescence. inhibition, % at 10.4 µM. hit rate 0.14% among 360,000. AID 602329, 2012;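 active = mean normalized replicate activity at least 40 and at least half of replicates scoring 40 or more; inconclusive = only one of the two criteria met; inactive = mean below 40 and under half of replicates reaching 40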;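 note: 0% = median of neutral control wells and 100% = median of positive control wells; inhibitors cause a drop in the FAM fluorescence signal; in these data hits start at about 50%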
Target sequence (Q92698 whole entry, looked up): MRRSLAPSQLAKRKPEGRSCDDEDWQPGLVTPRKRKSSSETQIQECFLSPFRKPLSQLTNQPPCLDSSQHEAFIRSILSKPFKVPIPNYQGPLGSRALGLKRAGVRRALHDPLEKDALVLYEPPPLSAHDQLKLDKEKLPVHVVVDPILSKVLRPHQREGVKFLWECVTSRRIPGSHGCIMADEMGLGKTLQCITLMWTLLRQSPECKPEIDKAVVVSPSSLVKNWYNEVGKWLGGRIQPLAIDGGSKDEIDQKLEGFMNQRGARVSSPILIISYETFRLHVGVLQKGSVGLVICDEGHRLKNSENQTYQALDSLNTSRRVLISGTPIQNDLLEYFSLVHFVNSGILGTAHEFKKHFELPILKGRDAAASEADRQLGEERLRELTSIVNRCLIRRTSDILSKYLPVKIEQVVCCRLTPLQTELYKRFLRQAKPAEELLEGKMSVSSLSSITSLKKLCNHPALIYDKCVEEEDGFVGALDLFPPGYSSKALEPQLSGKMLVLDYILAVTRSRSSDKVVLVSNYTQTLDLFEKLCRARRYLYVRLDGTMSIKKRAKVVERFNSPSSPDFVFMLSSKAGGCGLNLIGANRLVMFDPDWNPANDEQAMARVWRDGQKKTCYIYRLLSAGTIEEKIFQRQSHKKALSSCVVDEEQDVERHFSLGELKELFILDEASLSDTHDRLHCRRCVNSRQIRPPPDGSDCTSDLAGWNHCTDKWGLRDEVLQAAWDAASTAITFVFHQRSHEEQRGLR
ERAP1 HTS inh: human ERAP1 aminopeptidase inhibitors, primary screen, biochemical, single point, plate reader; hit rate 0.15% among 340,000; Endoplasmic reticulum aminopeptidase 1 (Homo sapiens), Q9NZ08; inhibition, % at 10.7 µM; AID 652197, 2013; recombinant ERAP1, Leu-AMC fluorescence, 60 min;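 active = mean replicate inhibition of at least 30%, or all replicates individually reaching that 30% level; inactive = mean below 30% and not every replicate reaching it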;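 note: 0% = neutral control wells and 100% = L-leucinethiol positive control wells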
GSIS activator: GLuc luminescence reporter in INS-1E cells, primary screen for activators of glucose-dependent secretion of insulin; INS-1E GLuc reporter insulin secretion, 2-3 h; activation, % at 16.6 µM; hit rate 0.61% among 370,000; AID 743287, 2014;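 active = lowest replicate activation of at least 40%, so every replicate reaches that level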;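 note: 0% = median of neutral control wells and 100% = median of IBMX positive control wells; some compounds called inactive have numbers as strong as hits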
RAD52 inh: RAD52 DNA annealing inhibitors, primary screen, biochemical, FRET, single point, set 2. recombinant RAD52 DNA annealing, FRET fluorescence. DNA repair protein RAD52 homolog (Homo sapiens), P43351. hit rate 0.46% among 360,000. inhibition, % at 18.7 µM;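 active = every replicate showing at least 50% inhibition; inconclusive = mean inhibition at least 50% but not in every replicate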
F508del corr: F508del CFTR correction, initial screen, CFBE line, single point; CFBE cells, YFP halide quenching; stimulated with forskolin plus potentiator P3; % fluorescence drop versus neutral controls; activity (quench increase), % at 7.58 µM; hit rate 0.36% among 350,000;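 active = mean added fluorescence quench of at least 8% versus neutral control, with both replicates also reaching 8%; inconclusive = only one of the mean or replicate conditions met; inactive = mean below 8% and not both replicates reaching 8%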;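 note: cells transiently co-express mutant CFTR-F508del with the halide-sensitive YFP; corrector assay measuring rescue of mutant channel to the surface after 24 h compound exposure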
An asterisk follows results filed as active; ? = inconclusive; / = no result given. An unsorted share of the library; any-hit rate near 3.3%.

Values run as follows: esBAF inh	ARNT-TACC3 inh	XiGFP reactiv	RAD54 inh	ERAP1 HTS inh	GSIS activator	RAD52 inh	F508del corr
#1 O=C(O)Cc1sc(NC2CCCCC2)nc1-c1ccc(Cl)cc1
 : 15	-2	0.2	0	1	4	-36	-0.2
#2 Cc1nn(C)c(C)c1S(=O)(=O)N1CCC(C(=O)NC2CCCc3ccccc32)CC1 (configuration not stated)
 : -3	/	0.1	-5	1	4	-8	-1.8
#3 CCC(=O)Nc1ccc(C(=O)COC(=O)c2nc3nccc(C)n3n2)cc1
 : -4	-1	0.0	-6	-1	-4	-36	-3.1
#4 C[C@H]1CN([C@@H](C)CO)C(=O)Cc2cc(NC(=O)Nc3ccc(F)cc3)ccc2O[C@H]1CN(C)C(=O)Nc1ccc2c(c1)OCO2
 : 2	-4	-1.3	-1	-2	2	12	1.1
#5 CCCN1[C@@H]2c3ccc(-c4cccc(F)c4)c(=O)n3C[C@H]1[C@H](CO)[C@H]2C(=O)NCC1CC1
 : -1	-3	0.4	-17	-2	8	-6	/
#6 O=c1oc2cc(O)ccc2cc1-c1ccccc1
 : 36	-20	0.2	4	-77	14	-3	-1.2
#7 CCCOc1ccc(C(F)(F)F)cc1NS(=O)(=O)c1ccc(Cl)nc1
 : 1	-4	0.0	5	-2	1	-1	1.3
#8 Cc1cccc(C(=O)NCCNC(=O)c2cccc(C)c2)c1
 : 0	/	0.7	-10	1	-4	-24	0.2
#9 C[C@H](CO)N1C[C@H](C)[C@H](CN(C)C(=O)Cc2cccnc2)Oc2ncc(-c3cccnc3)cc2C1=O
 : 6	0	-0.4	4	-1	11	5	0.1
#10 COc1ccc2c3c([nH]c2c1)[C@H](CO)N(C)CC31CN(C(=O)NC(C)C)C1
 : /	/	0.3	/	-1	-1	-12	-0.2
#11 Cc1cccc(NC(=O)CN2C(=O)N/C(=C\c3ccc(-c4cccc(C(=O)O)c4)o3)C2=O)c1
 : ?	0	-0.1	/	-19	-6	-27	-1.8
#12 COc1ccc(N2CCN(C(=O)CNC(=O)c3cn(-c4ccccc4OC)c(=O)c4ccccc34)CC2)cc1
 : /	3	0.3	/	2	-5	-28	-0.8
#13 O=C(O)c1ccccc1-c1ccccc1C(=O)Nc1ccc2c(c1)oc(=O)c1ccccc12
 : -7	/	0.4	-3	0	/	-6	-6.2
#14 CCC(=O)N(C)C[C@H]1Oc2ncc(C3=CCCC3)cc2C(=O)N([C@@H](C)CO)C[C@H]1C
 : -10	-1	-0.9	9	-2	5	1	1.2
#15 O=C(CCCC(=O)Nc1ccccc1Br)N/N=C/c1c(F)cccc1Cl
 : 9	/	0.1	5	-1	11	-10	-0.1
#16 CCCNC(=O)N1CC2(C1)[C@H](c1ccccc1)[C@@H](CO)N2C(=O)CC1CC1
 : /	/	0.1	/	2	14	8	-3.6
#17 O=C(Nc1ccc(O)cc1)/C(=C\c1cccs1)NC(=O)c1ccccc1
 : /	-3	0.0	/	1	-12	-6	-0.7
#18 Cc1cc(=O)oc2cc(OCC(=O)Nc3nccs3)ccc12
 : 17	3	0.1	-13	-1	2	1	-4.0
#19 C[C@@H]1CN([C@H](C)CO)S(=O)(=O)c2ccc(C3=CCCC3)cc2O[C@@H]1CN(C)Cc1ccccc1F
 : -8	/	-0.1	-5	2	-5	-6	5.2
#20 COc1ccc2oc(C(=O)OCC(=O)NCCN3C(=O)CSC3=O)c(C)c2c1
 : /	-5	-0.1	/	0	-20	-11	-2.4
#21 O=C(Cn1nnc2ccccc2c1=O)N[C@H](C(=O)O)c1ccccc1
 : -9	-2	0.0	/	/	-6	-7	-1.4
#22 Cc1ccc(S(=O)(=O)N2CCN(C(=O)c3c(-c4ccccc4)noc3C)CC2)cc1
 : 5	-1	-0.1	-4	-3	3	-11	2.3
#23 COc1cccc(NC(=O)CN(C)C(=O)c2cc(C)on2)c1
 : -10	3	1.4	-1	1	18	-11	-0.9
#24 C=CCn1c(=O)n(CCOC)c(=O)c2sc3ccccc3c21
 : -2	-16	-0.1	-3	3	13	1	2.2
#25 C=CCOc1cccn2c(N(C)C(=O)c3ccc(OC)cc3)c(CC)nc12
 : -2	/	0.0	7	1	27	-18	-1.1
#26 CN1CCCCN2[C@H](C1)[C@@H](c1ccc(-c3ccccc3)cc1)[C@@H]2CO
 : -5	-8	0.0	-5	1	-11	38	0.4
#27 COC(=O)C1CC(O)CN1C(=O)Nc1cccc(C(F)(F)F)c1 (configuration not stated)
 : -1	3	0.0	-2	-7	3	-10	0.9
#28 O=C(COC(=O)c1ccc(Cl)nc1)Nc1c(Cl)cccc1C(F)(F)F
 : 0	30	0.2	-4	-1	15	-14	0.0
#29 Cc1cccc(NC(=O)c2nc[nH]c2C(=O)NCCCCCNC(=O)OC(C)(C)C)c1
 : 3	13	0.0	0	-3	-26	-2	6.0
#30 COc1ccc(NC(=O)/C=C/C(=O)O)cc1Cl
 : 0	-3	/	5	-4	-9	4	1.1
#31 CCCCOc1ccc(N(CC(=O)NC2CCCCC2)C(=O)CCC(=O)Nc2ccccn2)cc1
 : -4	-1	0.9	3	1	19	-27	1.8
#32 CC1=N/C(=C\c2ccc([N+](=O)[O-])cc2)C(=O)N1c1ccc(Br)c(C)c1
 : 7	22	/	2	/	-3	/	/
#33 CC(c1ccccn1)N(Cc1ccco1)C(=S)Nc1cccc(F)c1 (configuration not stated)
 : -1	-3	0.3	-10	/	1	-22	1.3
#34 Cc1c(/C=N/NC(=O)C(C)(C)Oc2ccc(Cl)cc2)cnn1C
 : 1	-4	/	4	/	-15	/	/
#35 O=C(COc1ccc(Cl)cc1Cl)NC(=S)N1CCCc2ccccc21
 : /	9	/	/	6	-8	-14	0.0
#36 Cc1ccsc1CN(C)C(=O)c1ccc(Oc2ccccc2)cc1
 : 21	-3	0.3	/	4	-24	-11	2.0
#37 CCCNC(=O)N1CC2(CCN(CC3CC3)CC2)c2c([nH]c3cc(OC)ccc23)[C@H]1CO
 : /	/	0.2	/	1	-5	7	1.0
#38 O=C(C[C@H]1C=C[C@H](NS(=O)(=O)c2ccccc2)[C@@H](CO)O1)N1CCC(Cc2ccccc2)CC1
 : /	/	0.4	/	4	-16	-3	0.7
#39 CNc1ccc(/C=C/C(=O)c2cccc3ccccc23)cc1[N+](=O)[O-]
 : /	0	0.0	/	0	/	-8	/
#40 Cc1ccc(NC(=O)Cc2cc(C(=O)O)c3ccccc3n2)c(C)c1
 : /	-5	0.1	/	3	-5	9	-4.6
#41 CN1CCC(=NNC(=O)c2cc(-c3ccc(Cl)cc3)n[nH]2)CC1
 : /	-6	-0.2	1	/	40	-10	5.3
#42 Nc1c(N(Cc2ccco2)C(=O)COc2ccccc2F)c(=O)[nH]c(=O)n1Cc1ccccc1
 : 1	3	0.2	0	-1	10	-25	1.6
#43 C[C@H](CO)N1C[C@H](C)[C@H](CN(C)C(=O)Nc2ccc(F)cc2)Oc2c(NC(=O)Nc3ccc(C(F)(F)F)cc3)cccc2C1=O
 : 7	-4	0.1	9	2	-19	-6	0.5
#44 CCCCN1C(=O)C(CC(=O)NC2CCCCC2)CC(C(=O)N2CCOCC2)=C1C (configuration not stated)
 : -5	/	0.0	3	/	12	-27	-3.0
#45 COc1cc2c(cc1OC)CN(C(=O)c1ccc(S(=O)(=O)N3CCCCC3)cc1)CC2
 : /	10	0.4	12	/	-7	/	/
#46 COc1ccc(CN(C)C(C)C(=O)Nc2ccc(S(=O)(=O)N3CCOCC3)cc2)c(OC)c1 (configuration not stated)
 : /	9	0.0	/	-2	10	-4	0.3
#47 CC(C)NC(=O)N(C)C[C@@H]1OCCCC[C@H](C)Oc2ccc(NS(=O)(=O)c3cccs3)cc2C(=O)N([C@H](C)CO)C[C@@H]1C
 : 1	-10	0.0	-3	2	23	9	0.2
#48 C[C@@H]1CN([C@H](C)CO)C(=O)c2cc(NC(=O)Cc3cn(C)c4ccccc34)ccc2O[C@H]1CN(C)Cc1ccc(-c2ccccc2)cc1
 : -2	/	-0.1	/	2	-32	18	3.2
#49 CCN1CCCC1CNC(=O)c1ccc2c(c1)NC(=O)/C(=C\c1ccc(OC)c(OC)c1)S2 (configuration not stated)
 : 1	16	0.0	69*	3	10	73*	1.1
#50 Cc1noc(C)c1S(=O)(=O)N(C)C[C@@H]1Oc2ccc(N(C)C)cc2CC(=O)N([C@@H](C)CO)C[C@H]1C
 : -5	3	-0.5	0	2	-13	2	1.3
#51 C[C@@H]1CN([C@H](C)CO)C(=O)c2cc(NC(=O)Nc3ccccc3)ccc2O[C@@H](C)CCCCO[C@H]1CN(C)S(=O)(=O)c1cccs1
 : 5	-1	0.0	3	0	-26	-6	-0.3
#52 CCCC(=O)Nc1ccc2c(c1)C(=O)N(C)[C@@H]1CC[C@@H](CC(=O)NC3CCCC3)O[C@@H]1CO2
 : -2	11	0.2	-4	-2	22	-21	-2.4
#53 OCC1(CCCc2ccccc2)CCN(C2CCSCC2)CC1
 : 0	-6	0.4	/	1	8	-23	-0.5
#54 COc1cccc(C(=O)Nc2nnc(S(=O)(=O)N3CCOCC3)s2)c1
 : 1	-9	-0.1	0	1	1	-14	0.3
#55 CN(C)CC#Cc1ccc([C@H]2[C@H](CO)N3C(=O)CN(C(=O)c4cccc(F)c4)C[C@@H]23)cc1
 : /	/	0.6	/	-2	5	-9	-1.5
#56 CC(C)N1CCN(Cc2ccc(C#CCCO)cc2)CC1CCO (configuration not stated)
 : /	-1	0.3	/	0	-14	-8	-0.6
#57 CCCCOCCCNS(=O)(=O)c1ccccc1
 : -3	1	/	-6	8	-2	-12	0.6
#58 CC1CCCCN1S(=O)(=O)c1ccc(S(=O)(=O)NCCc2ccncc2)cc1 (configuration not stated)
 : /	-2	/	/	2	-14	-4	5.0
#59 Cc1cc2ccccc2nc1SCC(=O)NC1CCCCC1
 : /	-3	0.0	/	-5	2	-11	-1.9
#60 COc1ccc(NC(=O)c2cc(-c3cc(F)ccc3OC)n[nH]2)cc1OC
 : 9	/	-0.1	-2	-1	/	-13	2.0

Later entries
Values run as follows: esBAF inh	ARNT-TACC3 inh	XiGFP reactiv	RAD54 inh	ERAP1 HTS inh	GSIS activator	RAD52 inh	F508del corr
#61 O=C1COc2ccc(S(=O)(=O)CCC(=O)N3CCN(c4cccc(Cl)c4)CC3)cc2N1
 : -4	9	0.0	-3	1	-12	-3	-1.7
#62 COc1cccc(-c2c(C(=O)O)cc(O)c3ccc(OC)cc23)c1
 : -2	6	0.1	0	-1	62	-10	-3.4
#63 COCCNC(=O)c1cc2c(c(-c3cccc(C#Cc4ccc(OC)c(OC)c4)c3)n1)[C@@H](CCO)N(S(=O)C(C)(C)C)C2 (some centres not stated)
 : -5	/	0.0	1	0	18	-27	-2.4
#64 CCCN1Cc2cccc(C(=O)NC(CC(=O)OCC)c3ccc(OC(C)C)cc3)c2C1=O (configuration not stated)
 : 11	-4	0.1	/	2	-38	-9	-1.7
#65 O=C(CNC(=O)c1ccc2c(c1)OCCO2)N/N=C/c1ccc(Cl)cc1
 : /	-1	0.1	/	-3	6	-21	0.3
